Assay outcomes from PubChem BioAssay.
esBAF inh = Bmi1 luciferase reporter increase in mESCs, primary screen, esBAF inhibitor project, mouse ES cells, Bmi1 luciferase knock-in, single point; reporter increase, % at 12.5 µM; 24 h; 100% = twice the neutral-well signal; 350,000 compounds, 2% hits; in the data active = activation above about 40%;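 note: 0% = median of the plate's neutral control wells and 100% = double that signal; a rise in the Bmi1 reporter signal indicates esBAF inhibition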
RAD54 inh = inhibitors of human RAD54 branch migration, primary screen, biochemical, fluorescence, single point | AID 602329, 2012 | inhibition, % at 10.4 µM | RAD54 Holliday junction branch migration, FAM/BHQ fluorescence | DNA repair and recombination protein RAD54-like (Homo sapiens), Q92698 | 360,000 compounds, 0.14% hits;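 active = mean normalized replicate activity at least 40 and at least half of replicates scoring 40 or more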;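 note: 0% = median of neutral control wells and 100% = median of positive control wells; inhibitors cause a drop in the FAM fluorescence signal; in these data hits start at about 50%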
ERp5 block = inhibitors of ERp5-driven insulin aggregation, primary screen, biochemical, turbidity, absorbance 650 nm, single point. Protein disulfide-isomerase A6 (Homo sapiens), Q15084. 90 min. inhibition, % at 9.99 µM. 350,000 compounds, 0.05% hits. AID 651711, 2012;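 active = mean replicate inhibition above about 25%, with every replicate also reaching it, limit read from the data, passing the limit was not always enough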
Target sequence (Q15084 whole entry, looked up): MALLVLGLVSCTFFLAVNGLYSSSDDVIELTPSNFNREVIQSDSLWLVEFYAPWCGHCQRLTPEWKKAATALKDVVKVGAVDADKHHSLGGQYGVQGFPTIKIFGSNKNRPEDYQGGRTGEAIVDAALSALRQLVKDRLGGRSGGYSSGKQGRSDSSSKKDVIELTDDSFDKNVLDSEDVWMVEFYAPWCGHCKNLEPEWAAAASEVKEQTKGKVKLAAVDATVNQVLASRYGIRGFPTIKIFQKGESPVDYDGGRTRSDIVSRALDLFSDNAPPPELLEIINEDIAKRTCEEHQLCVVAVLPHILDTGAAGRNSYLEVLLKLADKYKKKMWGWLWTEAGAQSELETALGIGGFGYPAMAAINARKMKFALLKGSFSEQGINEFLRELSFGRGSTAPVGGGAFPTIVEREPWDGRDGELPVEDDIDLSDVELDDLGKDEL
Casp6 inh = human caspase-6 inhibitors, primary screen, biochemical, VEID-R110 fluorescence, single point, set 2 | purified caspase-6, Z-VEID-R110 cleavage fluorescence | P55212 | 350,000 compounds, 0.53% hits | inhibition, % at 12.5 µM;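 active = mean inhibition across replicates at least about 35%, with every replicate also reaching that limit, limit read from the data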;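 note: 0% = median of neutral control wells and 100% = no fluorescence left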
Target sequence (P55212 24-179 limits assumed): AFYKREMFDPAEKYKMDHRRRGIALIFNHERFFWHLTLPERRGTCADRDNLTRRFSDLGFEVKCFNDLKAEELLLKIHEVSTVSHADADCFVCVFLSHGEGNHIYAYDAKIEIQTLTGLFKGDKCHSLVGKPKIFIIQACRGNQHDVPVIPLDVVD
Target sequence (P55212 194-293 limits assumed): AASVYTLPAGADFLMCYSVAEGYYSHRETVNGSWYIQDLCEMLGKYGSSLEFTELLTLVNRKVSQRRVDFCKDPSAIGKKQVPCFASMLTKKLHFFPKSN
RAD52 anneal inh = RAD52 DNA annealing inhibitors, primary screen, biochemical, FRET, single point, set 2. 360,000 compounds, 0.46% hits. DNA repair protein RAD52 homolog (Homo sapiens), P43351. recombinant RAD52 DNA annealing, FRET fluorescence. inhibition, % at 18.7 µM. AID 651710, 2012;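 active = every replicate showing at least 50% inhibition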
PglD inh = C. jejuni PglD acetyltransferase inhibitors, primary screen, biochemical, DTNB colorimetric, single point; inhibition, % at 12.5 µM; 360,000 compounds, 0.098% hits; purified PglD enzyme, DTNB colorimetric CoA detection; AID 602405, 2012; UDP-N-acetylbacillosamine N-acetyltransferase PglD (Campylobacter jejuni); in the data active = inhibition above about 16%, passing the limit was not always enough; note: strong numbers were not always called active
ARNT TACC3 PPI = disruptors of ARNT/TACC3 protein interaction, primary screen, biochemical, AlphaScreen, single concentration. Transforming acidic coiled-coil-containing protein 3 (Homo sapiens), Q9Y6A5. AlphaScreen His-ARNT PAS-B/GST-TACC3 binding, luminescence; TACC3 fragment carries E629A point mutation. inhibition, % at 9.99 µM. 390,000 compounds, 0.66% hits. AID 623870, 2012;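 active = mean inhibition of replicates at least 50% and at least half of replicates each reaching 50%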;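 note: 0% = complete ARNT plus TACC3 wells and 100% = ARNT alone without TACC3; many hits fall short of the cut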
E-selectin induc = E-selectin induction in HUVECs, primary screen, imaging, HUVEC, immunofluorescence imaging, single point | P16581 | 260,000 compounds, 0.37% hits | normalized: neutral wells 0, TNF-alpha wells 100 | activation, % at 7.58 µM;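 active = mean E-selectin-positive cell signal at least 10% of the positive control, reached in at least 60% of replicates, without over 20% cell loss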;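 note: in these data hits start at about 27%; measured in HUVEC primary endothelial cells; signal is the percent of cells scored E-selectin positive by PE staining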
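assay system = HUVEC, human umbilical vein endothelial cells | input = 3,000 HUVEC seeded per well | medium = EGM-2 growth medium on 0.1% gelatin-coated wells | dosing = one compound dose added by pin transfer | signal = immunofluorescence imaging | read-out basis = % PE-positive cells | control set = TNF-alpha, DMSO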
* marks the source's active call; other numbers are inactive results; . = no result given; & = joins results of further samples.

Values in the order: PglD inh	Casp6 inh	ERp5 block	E-selectin induc	esBAF inh	RAD54 inh	RAD52 anneal inh	ARNT TACC3 PPI
C=CCn1c(C)nnc1SCC(=O)Nc1nccs1
 : 0.0	-4.1	2.7	0.2	1.5	-7.5	-11.2	-2.0
Cc1cc(OC(=O)CNC(=O)OC(C)(C)C)c2c(C)cc(=O)oc2c1
 : -4.1	.	.	.	-1.8	-2.1	.	-18.2
O=c1[nH]c(-c2ccccc2)nnc1-c1ccccc1
 : 6.5	3.5	11.3	2.3	24.8	10.2	-4.4	-6.0
O=[N+]([O-])c1cccc(-c2nnc3n2CCCCC3)c1
 : .	0.6	2.5	-0.1	-1.1	.	-5.5	-1.8
CCCc1n(CC(O)COCc2ccccc2)c2ccccc2[n+]1C (centres undefined)
 : .	-3.8	-6.2	6.9	.	.	-4.8	4.5
O=C(Nc1sc2c(c1C(=O)O)CCCCC2)c1ccccc1F
 : .	13.0	2.4	0.2	.	.	-8.2	.
CC(C)NC(=O)N(C)C[C@H]1Oc2c(NC(=O)Nc3ccc4c(c3)OCO4)cccc2C(=O)N([C@@H](C)CO)C[C@@H]1C
 : 0.2	.	.	-0.4	0.6	-1.5	.	-19.6
CC12CCC(=O)N1C(C(=O)NNC(=O)c1ccccc1F)CS2 (centres undefined)
 : 8.5	-0.2	-7.2	.	6.9	-18.9	5.1	3.4
Cc1ccc(C(c2sc3nc(C)nn3c2O)N2CCOCC2)cc1 (centres undefined)
 : -1.6	.	.	.	-4.5	-4.1	.	-88.3
CC(C)(C)c1ccc(/C=C/C(=O)NCCCn2ccnc2)cc1
 : 1.5	-16.5	8.3	.	-9.3	2.7	3.8	1.7
O=C(CCCN1C(=O)/C(=C/c2cccs2)SC1=S)Nc1ccc(O)cc1
 : -1.5	0.4	-5.4	4.1	-4.1	-17.6	-7.8	5.1
CCC(=O)N1[C@H](CO)[C@H](c2ccc(C3=CCCC3)cc2)[C@@H]1CNC(=O)CN(C)C
 : 2.0	.	.	0.2	4.0	5.7	.	-2.0
O=C(COC(=O)c1ccccc1C(=O)c1ccc(Cl)c([N+](=O)[O-])c1)NC1CC1
 : 4.4	6.7	-0.5	6.3	7.3	2.5	-14.7	-8.4
Cc1ccc2[nH]c(=O)c(C(c3nnnn3CC3CCCO3)N3CCc4ccccc4C3)cc2c1 (centres undefined)
 : -3.4	.	.	.	-0.1	-5.3	.	0.8
Cc1c(Cl)c([N+](=O)[O-])nn1CC(=O)Nc1c(C)n(C)n(-c2ccccc2)c1=O
 : 6.2	.	.	.	-3.6	5.0	.	-2.6
COc1ccc(C(c2nnnn2Cc2ccccc2)N2CCN(C/C=C/c3ccccc3)CC2)cc1 (centres undefined)
 : 3.8	-2.4	-3.4	.	-0.7	-1.6	-8.2	.
Cc1ccccc1OCCn1c(S(=O)(=O)O)nc2c(N)ncnc21
 : -2.0	-3.5	3.9	.	-4.8	-18.6	-2.8	11.5
CC(C)C(OC(=O)c1ccccc1)c1nccc2ccccc12 (centres undefined)
 : 5.3	0.8	-0.3	.	71.7*	2.0	-4.3	-9.3
CCCc1cc(=O)oc2c(C)c(OCC(=O)NC3CCN(Cc4ccccc4)CC3)ccc12
 : -2.3	-2.8	9.6	.	1.0	-1.3	-11.3	-1.3
COc1ccc(C2SCC(C(=O)O)N2C(C)=O)cc1OC (centres undefined)
 : 1.0	-1.8	-1.5	.	-1.1	4.8	1.4	-26.8
Cc1[nH]n(-c2ccccc2)c(=O)c1/C=N/N1C(=O)c2ccc3c4c(ccc(c24)C1=O)CC3
 : -7.0	.	.	-0.5	-7.0	-2.3	.	-2.7
COCCCn1c(=O)c2ccccc2n(Cc2cccc(C)c2)c1=O
 : 8.5	2.6	1.4	.	-1.9	0.9	-9.2	-18.3
Cn1cnnc1SCC(=O)Nc1ccccc1Sc1ccccc1
 : -3.7	.	.	.	-2.0	-1.6	.	12.8
Cc1cccn2c(=O)c(/C=C3\SC(=S)NC3=O)c(NCCCN3CCOCC3)nc12
 : -10.4	2.2	5.3	-0.1	-8.4	-5.0	-27.7	-1.3
C[C@H](CO)N1C[C@H](C)[C@@H](CN(C)S(=O)(=O)c2ccc(Cl)cc2)OCCCC[C@H](C)Oc2ccc(NS(=O)(=O)c3cn(C)cn3)cc2C1=O
 : 2.0	2.5	-0.6	-0.1	6.0	-3.9	10.5	1.0
CCOc1ccc(/C=C2\SC(=S)N(CCC(=O)O)C2=O)cc1
 : .	1.9	0.9	.	.	.	-19.8	15.9
CCN(CC(=O)Nc1c(Cl)cccc1Cl)C(=O)C1CCN(c2ncnc3sc(C)c(C)c23)CC1
 : -1.7	-3.2	4.2	.	0.2	-14.0	-13.3	7.4
CN(c1ccccc1)S(=O)(=O)c1cccc(C(=O)Nc2nccs2)c1
 : .	-0.7	0.3	.	.	.	-15.7	-2.1
CCN(CC(=O)Nc1ccc2c(c1)OCCO2)C(=O)c1ccc(Cl)cc1Cl
 : .	-204.6	2.4	-1.0	71.0*	.	5.3	0.5
CCCN(CCC)S(=O)(=O)c1ccc(C(=O)N2CCOCC2)cc1
 : -28.8	.	.	.	-4.8	2.3	.	-2.9

Random excerpt: 2 records from the list
Values in the order: PglD inh	Casp6 inh	ERp5 block	E-selectin induc	esBAF inh	RAD54 inh	RAD52 anneal inh	ARNT TACC3 PPI
COc1ccc(C2SCC(C(=O)O)N2C(C)=O)cc1OC (centres undefined)
 : 1.0	-1.8	-1.5	.	-1.1	4.8	1.4	-26.8
CN(c1ccccc1)S(=O)(=O)c1cccc(C(=O)Nc2nccs2)c1
 : .	-0.7	0.3	.	.	.	-15.7	-2.1

Remaining list, next part:
Values in the order: PglD inh	Casp6 inh	ERp5 block	E-selectin induc	esBAF inh	RAD54 inh	RAD52 anneal inh	ARNT TACC3 PPI
COc1ccc(CN2CCC(C(=O)N3CCCC(C)C3)CC2)cc1OC (centres undefined)
 : 0.6	-2.8	1.8	-2.3	6.4	0.5	-2.9	6.7
CN(C)c1ccc(C#Cc2ccc3cc(CCCO)oc(=O)c3c2)cc1
 : -6.5	-2.6	9.3	-0.2	57.2*	3.5	-41.0	-0.2
COc1ccccc1CCNC(=O)Cn1ccc2cc(S(=O)(=O)N3CCCC3)ccc21
 : 2.3	4.3	3.0	.	0.7	7.8	-7.7	-3.2
Cc1cc(N2CCNC[C@H]2C)ccc1N1CCS(=O)(=O)CC1
 : .	-6.5	-0.8	0.3	.	.	-23.0	.
Clc1ccc(C2Nc3cccc4cccc(c34)N2)cc1
 : -1.5	0.3	2.0	0.4	-16.3	-10.6	-34.3	0.0
COc1ccc(OC)c(S(=O)(=O)NCC(=O)NC2CCCCCC2)c1
 : 0.0	3.4	-0.3	-1.2	0.0	-4.0	-5.5	.
CCc1ccc(/C(C)=N\Nc2ccc([N+](=O)[O-])cc2)cc1
 : 1.8	.	.	.	44.0*	8.8	.	14.1
COc1ccc(S(=O)(=O)Nc2ccc3c(c2)CC(=O)N([C@@H](C)CO)C[C@@H](C)[C@H](CN(C)CC2CC2)O3)cc1
 : 0.5&-4.7	1.4&-1.5	0.6&1.4	0.2	6.4&2.2	-6.1&-12.1	3.6&5.8	-2.5&-3.9
O=C(OCC(=O)N(Cc1ccccc1)Cc1ccccc1)c1cccc(O)c1
 : -1.1	-0.8	-1.3	0.1	-1.2	3.0	-17.9	-3.9
COc1ccccc1CN1[C@@H](CO)[C@@H](c2ccccc2)C12CN(C(C)=O)C2
 : .	1.1	8.0	-0.3	.	.	-14.5	.
Nc1nc(C2CCCN2S(=O)(=O)c2ccc(Cl)cc2)cs1 (centres undefined)
 : -5.3	.	.	.	-0.7	13.4	.	-15.3
O=C(NCCc1c[nH]c2ccccc12)c1cc([N+](=O)[O-])cc([N+](=O)[O-])c1
 : -2.1	-3.0	-3.8	0.0	-15.7	-0.4	0.8	-2.4
CC(C)NC(=O)Nc1ccc2c(c1)C(=O)N([C@@H](C)CO)C[C@H](C)[C@H](CN(C)C(=O)Nc1ccc(F)cc1)O2
 : -0.9	5.1	-9.7	0.1	-4.9	2.5	2.6	-10.0
Cc1sc2nc(-c3ccccn3)[nH]c(=O)c2c1-c1ccccc1
 : -1.2	9.4	4.4	.	-3.5	1.0	-23.7	79.4*
COCC(=O)N1C[C@@H](C)[C@H](OC)CN(C)C(=O)c2ccc(NC(=O)c3cnccn3)cc2OC[C@@H]1C
 : .	1.1	0.2	-0.1	.	.	-6.7	.
Cc1cc(NC(=O)c2cc(-c3ccc4c(c3)OCO4)on2)n(-c2ccccc2)n1
 : -4.1	.	.	.	-0.4	6.4	.	-3.1
Cc1cc(C(F)(F)F)nc(-n2cc(-c3cccc(N)c3)nn2)n1
 : .	-2.0	10.7	0.1	.	.	-17.7	-4.2
COc1cccc(Nc2nc(C(N)Cc3ccc(F)cc3)cs2)n1 (centres undefined)
 : -1.6	-0.6	1.5	0.1	1.1	-4.8	-23.7	.
CC(CCc1ccccc1)NC(=O)CN1CCc2ccccc2C1 (centres undefined)
 : 2.0	1.1	-1.4	-0.2	-4.4	2.1	7.9	0.9
COc1ccc(/C=C(\NC(=O)c2cccs2)C(=O)Nc2cccc3ccccc23)cc1OC
 : -3.5	.	.	.	0.2	-12.2	.	-3.7
CC(C)CCNC(=O)NC(=O)COc1c(F)c(F)cc(F)c1F
 : 11.8	.	.	.	-3.3	7.8	.	-2.6
CCNC(=O)[C@@H]1[C@@H](CO)[C@@H]2Cn3c(ccc(-c4ccccc4F)c3=O)[C@@H]2N1C
 : -0.4	-1.1	3.3	0.0	2.1	12.9	-0.4	-1.2
OCCNCCCOc1ccc(Cl)cc1Br
 : 0.3	.	.	.	1.9	-1.1	.	-1.8
O=C(NCc1ccc2c(c1)OCO2)c1ccccc1Cl
 : -4.9	-2.0	0.8	.	7.9	-1.2	2.9	-2.8
COc1ccc(S(=O)(=O)Nc2ccc3c(c2)CC(=O)N([C@H](C)CO)C[C@H](C)[C@H](CN(C)S(=O)(=O)c2cccs2)O3)cc1
 : 1.0	-1.8	0.9	0.6	0.1	-4.0	-0.9	9.1
COc1ccc(S(=O)(=O)Nc2ccc3c(c2)CC(=O)N([C@@H](C)CO)C[C@H](C)[C@H](CN(C)Cc2ccc(C(=O)O)cc2)O3)cc1
 : 0.4	2.7	18.1	-0.1	-3.6	4.6	-9.0	-5.6
O=C1C2C(C(=O)N1c1ccccc1)N1CCCN1C2c1ccccc1 (centres undefined)
 : 0.3	4.2	7.0	.	8.3	-0.5	-7.3	4.8
O=C1OC(c2ccc(O)cc2)(c2ccc(O)cc2)c2ccccc21
 : 0.4	.	-2.4	0.0	-4.5	19.8	-13.4	-2.6
O=C1CC(N2CCN(c3ccc(Cl)cc3)CC2)C(=O)N1c1ccc(F)cc1 (centres undefined)
 : -2.0	0.1	-0.5	.	-2.2	-2.2	-4.9	-2.1
COc1cccc(CNC(=O)C2CCN(S(=O)(=O)c3ccc(Br)s3)CC2)c1
 : 6.1	-4.5	-1.8	-0.1	4.9	-2.6	-4.7	-2.0
COc1ccc(OC)c(C2CC(=O)Nc3c2c(=O)[nH]c2ncnn32)c1 (centres undefined)
 : .	-4.8	0.8	0.2	.	.	-1.3	0.6
CC(C)c1cc(C(=O)N2CCCC(C(=O)c3ccc4ccccc4c3)C2)on1 (centres undefined)
 : -1.6	2.6	-0.2	0.0	5.9	0.9	0.5	-8.8
Cn1c(-c2ccc(F)cc2)cnc1NCc1ccc(F)cc1
 : 0.0	.	.	.	3.4	4.2	.	-0.8
